Bcl-B displacement: displacers of TR3 peptide from Bcl-B, primary screen, selectivity assay for Bfl-1 inhibitor project, biochemical, fluorescence polarization; 96,000 tested, 0.11% active; AID 748; FP displacement of FITC-TR3 peptide from Bcl-B; higher % means a stronger effect; displacement, % at 20 µM; hits with a dose series show IC50 in µM;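 active = displacement above 50% at 20 µM plus a fluorescence interference ratio under 1.5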;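 note: plate controls were wells without compound for no effect and wells lacking Bcl-B protein for full effect; a part of the inactive calls stands beside numbers as strong as those of hits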
NFkB transloc inh: blocks IL-1B driven NFkB nuclear translocation in HUVEC cells | HUVEC IL-1B NFkB p65 nuclear translocation imaging | inhibition, % at 2 µM | 94,000 tested, 0.43% active | AID 796;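 active = inhibition above about 30% together with a positive call from visual inspection of the well image, limit read from the data; inconclusive = inhibition above a set limit but visual check negative; inactive = inhibition not above a set limit, visual check negative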;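 note: nuclear over cytoplasmic p65 intensity ratio measured by imaging; 0% = IL-1B stimulated DMSO wells and 100% = unstimulated DMSO wells; values of inactives mirror those of a sister screen read the other way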
NFkB transloc pot: enhances IL-1B driven NFkB nuclear translocation; HUVEC IL-1B NFkB p65 nuclear translocation imaging; activation, % at 2 µM; 94,000 tested, 0.3% active;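 active = activation above 40%, about the mean plus 3 SD, also judged a hit on visual image review; inconclusive = activation above 40% but not a hit on visual review; inactive = activation not above 40% and no visual hit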;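 note: percent activation is computed from the nuclear over cytoplasmic p65 intensity ratio; values of inactives mirror those of a sister screen read the other way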
PLAP inhibition: PLAP enzyme inhibitors, biochemical, luminescence, HTS (AID 690); purified PLAP, luminescent substrate; higher % means a stronger effect; inhibition, % at 20 µM, or IC50 in µM where a hit was titrated; 96,000 tested, 0.08% active; in the data active = a potency from the dose series; inactive = the rest, 99 in 100 with inhibition below about 30%; note: strong numbers were not always called active
MRP resist rev: compounds reversing MRP-mediated drug resistance | 85,000 tested, 0.04% active | differential viability (reversal), % at 10 µM | H69AR cells + 2 uM doxorubicin, CellTiter-Glo, 72 h | AID 602;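 active = viability drop by adding the cancer drug above about 55%, with treated viability meeting a 40% cutoff, limit read from the data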;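 note: viability without doxorubicin minus viability with 2 µM doxorubicin for each compound; larger differential means the compound sensitizes cells more to doxorubicin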
MRP resist rev cytotoxicity: further read-out of MRP resist rev, marked with its call; viability, %; H69AR cells, CellTiter-Glo, 72 h; measured here: cytotoxicity without doxorubicin
MRP resist rev with doxorubicin: further read-out of MRP resist rev, marked with its call; viability, %; measured here: viability with 2 uM doxorubicin; hits give low values
NFkB transloc inh cell count 2 µM: second read-out of NFkB transloc inh, no call of its own (marks repeat the call); cell count; measured here: cells passing quality filter;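 raw number of nuclei counted in each imaged well without normalization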
NFkB transloc pot cell count 2 µM: second read-out of NFkB transloc pot, no call of its own (marks repeat the call); cell count; measured here: cells passing quality filter
* hit, by the source's call; ? = inconclusive; · = not tested or not shown.

SMILES	Bcl-B displacement	NFkB transloc inh	NFkB transloc inh cell count 2 µM	NFkB transloc pot	NFkB transloc pot cell count 2 µM	PLAP inhibition	MRP resist rev	MRP resist rev cytotoxicity	MRP resist rev with doxorubicin
O=S(=O)(NCCc1cn2ccccc2n1)c1ccc(F)c(C(F)(F)F)c1	·	-6	70	6	70	·	·	·	·
CON(C)c1nc(NCC(C)C)nc(OCC#N)n1	-1%	1	151	-1	151	19%	·	·	·
CCn1cc(C2=NOC(C(=O)O)C2)c(C)n1 (configuration not stated)	-7%	·	·	·	·	4%	·	·	·
COc1ccc(S(=O)NC2CCCCC2)c(OC)c1C (configuration not stated)	4%	-11	165	11	165	-7%	18	85	67
c1ccc2c(c1)CCCC2NC1=NCCC1 (configuration not stated)	2%	·	·	·	·	6%	1	101	100
Cc1noc(COc2ccccc2OCC(O)CNC(C)(C)C)n1 (configuration not stated)	-2%	-17	63	17	63	15%	-11	92	103
O=c1c(Cc2ccc(Cl)cc2)c(O)ccn1Cc1ccccc1	3%	-7	179	7	179	13%	·	·	·
O=C(NC1CCN(Cc2nnnn2CCc2ccccc2)CC1)c1ccccc1F	-1%	-24	185	24	185	-31%	7	91	84
c1ccc(COn2c(-c3ccccc3)nc3c2CCc2nonc2-3)cc1	-13%	-5	119	5	119	11%	5	111	106
CC12CN3CC(C)(CN(C1)C3c1ccc(Br)cc1)C2 (configuration not stated)	0%	-1	180	1	180	-14%	-6	85	92
CC(=O)Oc1ccc(N2C(=O)C3C4C=CC(O4)C3C2=O)cc1 (configuration not stated)	6%	·	·	·	·	5%	-13	75	88
Cc1nc(-c2cccc(-c3noc(C)n3)c2)no1	-2%	6	141	-6	141	-7%	-7	91	98
CSC(=O)CC(=O)NC(=O)c1ccccc1	-8%	2	15	-2	15	-3%	0	95	95
COc1ccccc1N1C(=O)C2CC=CC(C)C2C1=O (configuration not stated)	1%	·	·	·	·	-1%	-8	99	107
COC(=O)[C@H](CCSC)NC(=O)NCc1cccs1	-5%	-3	108	3	108	12%	2	87	86
O=C(CN(c1ccccc1)S(=O)(=O)c1ccccc1)NCCSCc1ccco1	-11%	-4	117	4	117	15%	·	·	·
CCCCCn1c(CN2CCN(C(=O)OCC)CC2)nc2c1c(=O)n(C)c(=O)n2C	·	7	161	-7	161	·	30	56	26
O=C(COC(=O)C1(c2ccc(F)cc2)CCCC1)N1CCOCC1	-12%	-4	140	4	140	-58%	-3	87	90
Nc1ccc[n+](Cc2ccccn2)c1	19%	-20	167	20	167	14%	-2	99	102
Cn1nc(C(=O)OCCN2C(=O)c3ccccc3C2=O)c2ccccc2c1=O	-3%	-23	154	23	154	-21%	6	84	78
S=c1[nH]nc(-c2ccco2)n1/N=C/c1ccc(Cl)cc1Cl	1%	-20	157	21	157	-5%	·	·	·
CCCN1Cc2cccc(C(N)=O)c2C1=O	-3%	-1	88	1	88	2%	4	94	91
O=C(NCc1ccccn1)c1cn(CCc2ccccc2)nn1	-1%	3	121	-3	121	-5%	57*	96*	39*
Cc1nc(N)[nH]c(=O)c1CCC(=O)OCC(C)C	·	-5	123	5	123	·	8	96	88
CCC(C)[C@H](NC(=O)N1CCCC1)C(=O)O (some centres not stated)	15%	-5	238	5	238	1%	9	103	94
(further entries)
SMILES	Bcl-B displacement	NFkB transloc inh	NFkB transloc inh cell count 2 µM	NFkB transloc pot	NFkB transloc pot cell count 2 µM	PLAP inhibition	MRP resist rev	MRP resist rev cytotoxicity	MRP resist rev with doxorubicin
C=CCn1c(=O)c(C(=O)NCCNCC)c(O)c2ccccc21	7%	2	81	-2	81	-65%	6	85	79
CCC(=O)N1c2ccccc2[C@@H](N(C(C)=O)c2ccccc2)C[C@H]1C	7%	5	96	-5	96	-18%	16	83	67
CC1=C(C(=O)OCc2ccc3c(c2)OCO3)C(c2ccccc2)NC(=O)N1 (configuration not stated)	-9%	-28	118	28	118	36%	-54	23	77
CN1C(=O)CSC1=NC12CC3CC(CC(C3)C1)C2	-15%	-40	173	40*	173*	-15%	41	95	54
Cn1c(SC/C=C/c2ccccc2)nnc1-c1cnccn1	4%	11	92	-11	92	11%	-3	85	88
NC(=O)C1CCN(c2nc(-c3ccccc3)nc3c2oc2ccccc23)CC1	-6%	-6	100	6	100	15%	·	·	·
Cn1cc([N+](=O)[O-])c(C(=O)N/N=C/c2ccccc2)n1	-6%	·	·	·	·	-1%	·	·	·
O=C(CCn1c(=O)c2sccc2n(Cc2cc(=O)n3ccccc3n2)c1=O)NCc1ccco1	0%	-1	93	1	93	-8%	6	90	84
CCn1c(SCCOc2ccc(Cl)cc2)nnc1-c1cccs1	-2%	-18	182	18	182	-48%	6	94	88
Cc1ccc(C(C(=O)NCc2ccco2)N(CCc2ccccc2)C(=O)Cn2nnc3ccccc32)o1 (configuration not stated)	5%	·	·	·	·	-23%	-10	55	65
CCCCNC(=O)c1ccccc1NC(=O)c1ccccc1N(C)S(C)(=O)=O	-5%	-16	158	16	158	-9%	-10	84	94
Cc1cccc(N2CCN(C(c3cccs3)c3nnnn3C(C)(C)C)CC2)c1C (configuration not stated)	-8%	-13	110	13	110	-47%	16	97	82
O=C(Nc1ccc(Oc2ccccc2)cc1)C1CCN(c2c3c(nc4ncnn24)CCC3)CC1	-12%	-7	170	7	170	-10%	-8	62	69
CCCCOc1ccc(CSc2n[nH]c(C)n2)cc1	-4%	-6	133	6	133	-72%	8	98	90
CC(C)(C)NC(=O)C1Cc2ccccc2CN1C(=O)Nc1ccccc1Cl (configuration not stated)	2%	4	128	-4	128	13%	·	·	·
COc1cccc(-c2nnc(Nc3nc4c(F)cccc4s3)o2)c1	·	-4	111	4	111	·	-10	50	60
COC(=O)c1sc(S(=O)(=O)N2CCN(c3ccc(OC)cc3)CC2)c(C(=O)OC)c1C	0%	8	191	-8	191	-30%	-3	62	65
COCCN(C(=O)Nc1ccc(OC)cc1OC)C1CCN(C(C)C)CC1	-13%	·	·	·	·	-26%	-2	90	92
CCOC(=O)N1CCN(Cc2nc3c(c(=O)n(C)c(=O)n3C)n2CCCc2ccccc2)CC1	-4%	·	·	·	·	-35%	18	89	71
COc1ccccc1-c1nnc2sc(COc3ccc(Cl)cc3Cl)nn12	0%	-12	174	12	174	-1%	-6	75	81
CCc1cccc(CC)c1NC(=O)CSc1nc2ccc(N3C(=O)C4C5C=CC(C5)C4C3=O)cc2s1 (configuration not stated)	-10%	0	146	0	146	-60%	·	·	·
O=C(NCC1CCS(=O)(=O)C1)NCC1CCS(=O)(=O)C1 (configuration not stated)	-2%	-42	122	?	·	-6%	4	97	94
COc1cc(C(=O)Nc2ccc(NC(=O)C3CC3)nc2)cc(OC)c1OC	-7%	11	105	-11	105	-32%	4	87	83
CC1(C)CC(=O)C2=C(C1)Nc1ncnn1C2c1ccccn1 (configuration not stated)	0%	0	159	0	159	15%	9	88	78
Cc1cc(NC(=O)c2cc(-c3ccco3)on2)n(-c2ccccc2)n1	·	15	137	-15	137	·	3	99	96
More structures:
SMILES	Bcl-B displacement	NFkB transloc inh	NFkB transloc inh cell count 2 µM	NFkB transloc pot	NFkB transloc pot cell count 2 µM	PLAP inhibition	MRP resist rev	MRP resist rev cytotoxicity	MRP resist rev with doxorubicin
CN1CCN(C2CC(=O)N(c3ccc4c(c3)OCCO4)C2=O)CC1 (configuration not stated)	-2%	-5	136	5	136	5%	13	104	91
COc1ccc(N(CC(=O)Nc2ccc3c(c2)OCO3)S(C)(=O)=O)c(OC)c1	-1%	-9	109	9	109	10%	3	91	88
CCS(=O)(=O)c1ccc(O)c(NC(=O)Nc2ccccc2)c1	7%	-8	108	8	108	-2%	5	105	100
CN1c2ccccc2C(C)(C)C12C=Nc1c(ccc3ccccc13)O2 (configuration not stated)	-1%	13	172	-13	172	0%	1	85	84
CCn1c(SCC(=O)NC(C)(C)C)nnc1-c1ccccn1	24%	-6	132	6	132	-1%	16	113	97
CCC(C)(NC(=O)c1ccccn1)C(=O)NC1CCCCC1 (configuration not stated)	-5%	-39	62	?	·	11%	8	97	89
CC(C)OC(=O)c1cn(-c2ccccc2)nc1-c1ccco1	-10%	8	104	-8	104	-27%	-4	86	90
O=C(O)C1C2C=CC(O2)C1C(=O)Nc1ccc(S(=O)(=O)N2CCc3ccccc32)cc1 (configuration not stated)	-37%	49*	102*	-49	102	-19%	-12	92	104
CCOc1c(C(N)=O)c(-c2ccccc2)c2c(=O)[nH]c3ccccc3n12	11%	-1	93	1	93	16%	11	103	92
CN(C)c1cc[nH]c(=O)c1C#N	-2%	-6	109	6	109	-22%	-4	86	90
COc1ccc(OCCOC(=O)c2cccs2)cc1	-8%	-11	185	11	185	23%	12	98	86
Fc1ccc(CN2CCCCCCC2)c(F)c1	1%	·	·	·	·	23%	-9	93	102
COc1cc2cnncc2cc1OC	·	-21	97	21	97	·	-5	86	91
Cn1c(CSc2ccccc2)c(C#N)c2ccccc21	-9%	9	85	-9	85	17%	·	·	·
CCC(=O)c1cc2c(C)cc(=O)oc2c(C)c1O	-11%	-21	189	21	189	-2%	·	·	·
CCN(CC)S(=O)(=O)c1cc(C(=O)Nc2ccc(Cl)cn2)ccc1C	-2%	·	·	·	·	-40%	-2	68	71
COc1ccccc1OCC(=O)NCC1CCCCC1	2%	96*	7*	-96	7	-22%	-12	90	103
Cc1nnc(Nc2ccc(C(=O)NCCO)cc2)c2ccccc12	4%	·	·	·	·	4%	-9	86	94
CCCOc1ccc(-c2nnc(N)s2)cc1	-4%	-9	129	9	129	36%	4	93	90
CCCCC(C(=O)OCC(=O)c1ccc(OC)cc1)N1C(=O)c2ccccc2C1=O (configuration not stated)	·	-8	120	8	120	·	-9	95	104
COc1cc(-n2cnnn2)ccc1S(=O)(=O)N1CCOCC1	-22%	8	96	-8	96	-12%	18	98	80
O=C(Cc1nc(=O)c2ccccc2s1)Nc1ccccc1	-19%	-7	152	7	152	4%	·	·	·
Cc1cn(S(=O)(=O)c2ccc(Br)c3ccccc23)cn1	2%	·	·	·	·	-10%	·	·	·
COc1ccccc1-c1noc(CCC(=O)Nc2ccccc2Cl)n1	-3%	2	97	-2	97	-16%	0	87	87
O=S(=O)(Cc1ccccc1)N1CCCCC1	-2%	9	152	-9	152	-27%	·	·	·

Whole records from above.
Record of Cc1cn(S(=O)(=O)c2ccc(Br)c3ccccc23)cn1 : Bcl-B displacement: 2%; NFkB transloc inh: ·; NFkB transloc inh cell count 2 µM: ·; NFkB transloc pot: ·; NFkB transloc pot cell count 2 µM: ·; PLAP inhibition: -10%; MRP resist rev: ·; MRP resist rev cytotoxicity: ·; MRP resist rev with doxorubicin: ·
Record of Cn1c(CSc2ccccc2)c(C#N)c2ccccc21 : Bcl-B displacement: -9%; NFkB transloc inh: 9; NFkB transloc inh cell count 2 µM: 85; NFkB transloc pot: -9; NFkB transloc pot cell count 2 µM: 85; PLAP inhibition: 17%; MRP resist rev: ·; MRP resist rev cytotoxicity: ·; MRP resist rev with doxorubicin: ·

Remaining list, next part.
SMILES	Bcl-B displacement	NFkB transloc inh	NFkB transloc inh cell count 2 µM	NFkB transloc pot	NFkB transloc pot cell count 2 µM	PLAP inhibition	MRP resist rev	MRP resist rev cytotoxicity	MRP resist rev with doxorubicin
O=C(CC1SCCNC1=O)Nc1cc(Cl)cc(Cl)c1 (configuration not stated)	-2%	-4	165	4	165	27%	-8	88	96
Clc1ccc(-c2nnc3n2CCCS3)cc1	3%	-4	181	3	181	9%	·	·	·
O=[N+]([O-])c1cc(F)c(N2CCOCC2)cc1N1CCCCC1	0%	16	144	-16	144	35%	·	·	·
C=CCn1c(SCC(N)=O)nnc1-c1cc(Br)ccc1O	-1%	-17	138	17	138	-3%	1	91	90
Cc1c(-c2ccccc2)nc(N)c(C#N)c1-c1ccco1	-69%	1	131	-1	131	-7%	5	91	86
O=C(CSc1ncnc2nc[nH]c12)N1CCN(c2ccccc2)CC1	-22%	-14	131	14	131	-39%	8	94	85
CCOC(=O)C1CCCN(C(=O)CN(c2ccc(OC)cc2)S(=O)(=O)c2c(C)noc2C)C1 (configuration not stated)	0%	5	64	-5	64	-70%	-16	78	94

Bioassay records (PubChem BioAssay)

These rows are one share of the data. The share of hits here may be higher or lower than overall.
